Autophagy mod: modulators of autophagy; MEF GFP-LC3 puncta imaging; test concentration mostly 10 µM; calls only at 10 µM (by protocol); 190,000 compounds, 0.98% hits;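 active means percentage of spot-positive cells more than 3 SD above its plate mean, without a fluorescence outlier flag or 80% toxicity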;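 further: spot-positive cell cutoff set from DMSO-treated cells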
NOD2 inhibition: NOD2 signaling inhibitors, cell-based, luminescence, uHTS, HEK293 (AID 1566); HEK293 NOD2/NF-kB luciferase reporter, luminescence; higher % means a stronger effect; inhibition, % at 4 µM; hits with a dose series show EC50 in µM; 290,000 compounds, 0.63% hits; in the data active means inhibition above about 50%; further: many of its hits are not listed in these tables
WT yeast gro inh: growth inhibition of WT yeast, mitochondrial fusion screen | mitochondrial fusion phenotypic screen, WT strain | inhibition, % at 10 µM | 190,000 compounds, 2.1% hits | AID 1362; in the data active means inhibition above about 58%; tested in S. cerevisiae
bCat nuc transl: alters nuclear translocation of beta-catenin in HeLa cells. nuclear translocation activity, % at 5 µM. AID 1665. 190,000 compounds, 0.3% hits. immunofluorescence imaging;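 active means nuclear translocation activity above 50% at 5 µM, with a well cell count of 50 or more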;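 further: per-cell ratio of nuclear to cytoplasmic median beta-catenin stain intensity; plate controls were DMSO negative control for no effect and GSK-3 inhibitor IX positive control for full effect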
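System: HeLa cells, endogenous beta-catenin; compound dosing: 5 µM primary single dose, 0.1% DMSO, 0.02–20 µM confirmation series; incubation: 24 h compound exposure at 37°C, 5% CO2; signal: beta-catenin immunofluorescence imaging with DAPI; evaluation: % activation, nuclear-to-cytoplasmic median beta-catenin signal ratio per cell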
Dynein transport: blocks dynein driven cargo transport along microtubules | 3617.4 mouse cells, GR-EGFP nuclear translocation imaging; test concentration mostly 20 µM; stimulated with dexamethasone, 1 µM; stronger effect = lower value | z-score, hits read low | 220,000 compounds, 0.47% hits | AID 1381;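 active means plate z-score of nuclear minus cytoplasmic receptor signal below a set negative limit, without overly bright fluorescence or cell loss, cut at about -3.5 in these data, passing the limit was not always enough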;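 further: z-score of nuclear minus cytoplasmic ring GR-EGFP intensity difference per well; some compounds called inactive have numbers as strong as hits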
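Medium: Induction medium lacking tetracycline, stripped serum | Probe or stimulus: 1.0 µM final dexamethasone stimulus | Schedule: 48 h induction, then 1 h compound, then 30 min agonist, 37 °C | Signal: Automated 10x imaging of fixed Hoechst-stained cells | Evaluation: Per-cell GR-EGFP intensity, nucleus versus surrounding cytoplasmic ring, well-averaged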
Yfh1-off respiration: enhancers of respiration in Yfh1-depleted yeast, dose response, Friedreich's ataxia, plus single-dose screen (AID 1465) | S. cerevisiae Yfh1-off respiration, WST-1 reduction, 72 h; higher fold induction means a stronger effect | fold induction at 50 µM, or EC50 in µM where a hit was titrated | 220,000 compounds, 0.074% hits;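 active means fold induction of absorbance versus untreated yeast above a set limit, then at least 30% activation at any dose in follow-up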;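 further: activators that raise dye reduction in frataxin-depleted yeast; strong numbers were not always called active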
Hep lipid drop: hepatic lipid droplet formation modulation; inhibition, % at 6.5 µM; 240,000 compounds, 0.4% hits; AID 1656; AML12 mouse hepatocytes, oleate lipid droplets, BODIPY imaging;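 active means lipid droplet intensity inhibited by at least 50%, with more than 500 cells counted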
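Assay system: AML12 mouse liver cells | Compound: 6.5 µM single-point dosing | Schedule: Overnight exposure | Technique: Fluorescence imaging, 20x objective, two fields per well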
Insulin prom up: MIN6 insulin promoter up-regulation; z-score at 5 µM; MIN6 insulin promoter-GFP reporter, high-content imaging; stronger effect = higher value; 190,000 compounds, 0.3% hits;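 active means z-score above 3 at 5 µM with at least 500 cells counted in the well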
MT stabilizer: microtubule stabilizers in HeLa cells; HeLa tubulin immunostaining HCS, 24 h; share of cells brighter than vehicle mean+2SD; % tubulin-high responders, % at 10 µM; 200,000 compounds, 0.83% hits;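 active means plate Z-score above 3 for both tubulin-high and condensed-nucleus cell shares, with cell loss under 80%, at 10 µM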;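 further: anti alpha tubulin signal scored within the nucleus-defined area of each cell; some results filed as inactive read as strong as hits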
WT yeast gro inh mutant strain: also measured in WT yeast gro inh; calls as there; inhibition, %; mitochondrial fusion phenotypic screen, mutant strain inhibition
Dynein transport cytoplasmic EGFP: recorded beside Dynein transport, whose call it bears; z-score; measured here: cytoplasmic GR-EGFP intensity; stronger effect = higher value
Dynein transport nuclear GR-EGFP: recorded beside Dynein transport, whose call it bears; z-score; measured here: nuclear GR-EGFP intensity;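 lower value marks the stronger effect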
Dynein transport cell count: recorded beside Dynein transport, whose call it bears; z-score; measured here: cell count per field
Insulin prom up cell count: recorded beside Insulin prom up, whose call it bears; cell count; measured here: cytotoxicity, nuclei count;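 total cells summed across four imaged fields per well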
Hep lipid drop cells 6.5 µM: further read-out of Hep lipid drop, marked with its call; cell count; measured here: cell count, cytotoxicity flag;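 cells counted across two imaged fields per well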
bCat nuc transl cell count 5 µM: recorded beside bCat nuc transl, whose call it bears; cell count; measured here: cell count, cytotoxicity flag
MT stabilizer Hoechst-high %: also measured in MT stabilizer; calls as there; % Hoechst-high responders; measured here: nuclear condensation Hoechst responders;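 share of cells brighter than vehicle mean plus two SD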
MT stabilizer cytotoxicity %: further read-out of MT stabilizer, marked with its call; toxicity, %; measured here: cytotoxicity by cell density;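 0% = mean cell density of plate MIN control wells and 100% = no cells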
Autophagy mod cell loss 18 h: further read-out of Autophagy mod, marked with its call; toxicity, %; measured here: cell loss, nuclei count;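 cell loss after 18 h compound exposure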
Active calls of the source: *; i = inactive; x = no result given.

SMILES	Autophagy mod	Autophagy mod cell loss 18 h	NOD2 inhibition	WT yeast gro inh	WT yeast gro inh mutant strain	bCat nuc transl	bCat nuc transl cell count 5 µM	Dynein transport	Dynein transport cytoplasmic EGFP	Dynein transport nuclear GR-EGFP	Dynein transport cell count	Yfh1-off respiration	Hep lipid drop	Hep lipid drop cells 6.5 µM	Insulin prom up	Insulin prom up cell count	MT stabilizer	MT stabilizer Hoechst-high %	MT stabilizer cytotoxicity %
COc1ncnc2c1oc1nc(C)c3c(c12)CC(C)(C)OC3	x	x	6%	x	x	0.0	1336	0.14	-0.21	-0.0066	0.47	i	12	737	0.36	1341	x	x	x
CN(C)CCNC(=O)/C=C/c1cn(-c2ccccc2)nc1-c1cc2ccccc2oc1=O	i	7	16%	-7	7	0.7	1223	-0.21	-0.096	0.01	0.7	i	-1	663	0.16	1323	3.7	2.9	5.2
CC(C)N1C(=O)CC2(CC[N+](C)(CCOC(=O)C(c3ccccc3)c3ccccc3)CC2)C1=O (stereo not drawn)	i	18	3%	-20	-6	-1.9	1189	-0.19	-0.088	0.14	-0.51	i	0	732	0.37	956	3.4	1.4	5.4
CCN(CCCNC(=O)CCCn1c(=O)[nH]c2ccccc2c1=O)c1cccc(C)c1	i	-4	-6%	-6	18	-4.5	943	-0.58	-0.21	-0.19	0.54	i	x	x	0.75	1422	2.5	2.4	6.5
CCC(=O)NC(=S)Nc1ccc(S(=O)(=O)N2CCN(C)CC2)cc1	i	10	-7%	-7	-8	0.0	558	0.37	-0.22	0.16	-0.41	i	x	x	0.06	1264	6.0	3.4	5.8
CC(C)(C)OC(=O)N1CCC(NC(=O)c2[nH]cnc2C(=O)N[C@@H](Cc2ccccc2)C(=O)OCc2ccccc2)CC1	i	-2	2%	30	4	-2.1	1190	0.031	-0.24	0.32	-0.71	i	-2	713	0.39	1144	4.1	1.1	11
CCCCCC(=O)N/N=C(\C)c1ccc(NC(=O)c2ccco2)cc1	i	40	-11%	-2	4	-1.5	1451	-0.14	-0.047	0.67	0.39	x	x	x	0.54	1279	2.0	1.7	8.2
COCCNC(=O)CN(C(=O)Cn1nnc2ccccc21)c1ccccc1	i	8	1%	3	21	-0.7	1184	-1	-0.31	-0.15	0.14	i	x	x	0.43	995	4.3	2.4	4.6
CNC(=O)COC(=O)/C=C/c1cccc(F)c1	i	25	7%	-7	1	-0.4	1149	-0.45	-0.27	-0.12	0.17	i	-1	708	-0.22	1321	3.7	3.6	5.3
O=C(NCc1ccncc1)c1cn(-c2ccccc2)nc1-c1cccnc1	i	-6	2%	-5	-29	-1.1	1016	-0.76	-0.14	-0.27	0.22	i	12	669	0.44	1457	1.9	1.6	4.6
CCOC(=O)c1sc2nc(CN3CCCCC3)nc(Cl)c2c1C	i	-1	19%	-16	-5	-2.4	1054	0.41	-0.31	-0.35	-0.21	i	-6	683	-1.7	1640	1.6	1.8	0.0
CC(=O)Nc1cc(NC(C)=O)cc(C(=O)OCC(=O)N2CC(C)OC(C)C2)c1 (stereo not drawn)	i	-3	4%	5	4	-1.1	1132	-0.054	0.18	0.42	0.43	i	2	772	-0.01	1314	2.1	1.9	16
CCCCCCn1c(N2CCC(C)CC2)nc2c1c(=O)[nH]c(=O)n2C	i	-4	8%	16	1	-2.8	757	-0.33	-0.35	0.023	-0.05	i	x	x	-0.03	1098	3.5	2.6	8.1
O=C(CC1(O)C(=O)N(Cc2ccccc2)c2ccccc21)c1ccncc1 (stereo not drawn)	i	3	-3%	-16	-5	-1.0	1168	0.062	-0.19	0.052	0.31	i	7	779	0.4	1116	0.9	1.9	14
O=C(CCc1nc2ccccc2n1-c1ccccc1)NCCO	i	10	11%	12	17	-0.3	939	2.1	-0.16	0.74	-1.6	i	17	631	0.09	1352	2.8	1.8	0.0
COc1ccc(-n2c(CN3CCC(C)CC3)nc3ccc([N+](=O)[O-])cc3c2=O)c(OC)c1	i	10	10%	10	17	-3.0	1084	-1.6	-0.27	-0.34	0.13	i	1	756	-0.52	1173	2.6	2.4	9.2
O=C(Nc1ccc(Cl)cc1C(=O)NCC1CCCO1)c1ccc(Cl)cc1Cl (stereo not drawn)	i	16	14%	18	11	0.5	1036	0.42	-0.2	0.15	-0.3	i	25	662	-1.1	1444	4.4	1.2	7.5
Oc1ccccc1N1CCN(C(=S)Nc2ccc(SC(F)F)cc2)CC1	i	-13	43%	0	-8	-0.4	1083	-0.6	-0.15	-0.31	-0.79	i	3	696	-0.65	1484	1.1	1.4	13
O=C(O)c1ccc(N/N=C/C=C/c2ccccc2[N+](=O)[O-])cc1	i	38	-70%	-23	1	-3.0	1058	0.5	-0.32	0.55	0.65	i	0	698	0.19	1138	3.3	2.4	11
NNC(=O)c1ccc(COc2ccc3ccccc3c2)o1	x	x	-56%	x	x	3.0	1262	0.012	-0.32	-0.065	0.87	i	-23	608	-0.24	1027	x	x	x
Cc1cccc2c(=O)cc(C)n(CC(=O)N3CCOCC3)c12	i	-16	7%	2	-16	-2.7	1010	1.9	-0.16	1.1	-1.6	i	x	x	x	x	3.7	4.6	9.1
CC(=O)c1ccc(NC(=O)C2(S(=O)(=O)c3ccccc3)CC2)cc1	i	-5	9%	-12	-8	-0.4	1062	-0.79	-0.2	-0.31	1	i	5	687	0.03	1426	1.4	2.8	7.5
CC1=NC(C(F)(F)F)(C(F)(F)F)C2=C(CC(C)(C)CC2=O)N1Cc1ccco1	i	1	4%	-6	-4	x	x	0.14	-0.29	0.32	0.76	i	x	x	0.16	977	2.5	1.5	10
CC(C)CNC(=O)COC(=O)c1c2c(nc3ccccc13)/C(=C/c1cccs1)CC2	i	-9	-28%	6	3	0.8	1078	0.19	-0.21	-0.031	0.49	i	-3	667	-2.2	751	3.5	5.6	8.4
C(=N\N1CCN(Cc2ccccc2)CC1)/c1ccc(-c2ccccc2)cc1	i	-21	-6%	14	13	-1.7	1076	-0.38	-0.11	0.028	-0.3	i	-4	667	-0.59	1485	2.5	2.9	5.6
CC(C)=CC(=O)OCC(=O)Nc1cc(C)ccc1C	i	-1	-1%	4	-3	-1.6	1099	0.35	-0.26	0.69	0.06	i	13	684	0.32	1293	3.5	2.2	4.8
C/C(=N\NC(=O)C(C)Nc1cccc(Cl)c1)c1ccc([N+](=O)[O-])cc1 (stereo not drawn)	i	14	13%	22	-13	3.6	500	-0.61	-0.29	-0.61	0.81	i	-18	695	-0.27	1271	1.5	4.1	8.9
Cc1cc2oc(C(=O)Nc3ccc(S(=O)(=O)N4CCCC(C)C4)cc3)cc(=O)c2cc1Cl (stereo not drawn)	i	8	21%	-3	9	-0.6	1199	-0.23	-0.075	0.089	-0.019	i	-5	607	-0.13	1308	4.8	3.2	2.0
COC(=O)c1ccc(NC(=O)C2CC(=O)N(c3cc(C)ccc3C)C2)cc1 (stereo not drawn)	i	19	-10%	-1	-10	-0.7	1055	-0.4	-0.28	-0.31	1.1	i	5	640	x	x	1.4	2.1	6.3
O=C(Cc1c(Sc2ccccc2)c2ccccc2n1Cc1ccccc1)NCCO	i	-8	-9%	17	1	-1.0	1008	1.4	-0.15	0.8	-1.5	i	-5	657	-0.72	1324	2.0	1.9	14
CCOC(=O)c1cc2n(c1C)-c1ccccc1C2=O	i	1	-43%	25	42	0.6	1413	-0.29	-0.14	0.1	0.9	i	x	x	0.07	1506	5.1	4.1	4.9
Cc1ccc(C)n1-c1ccc(C(=O)NN)s1	i	-5	-6%	-42	-13	-0.2	1094	-0.33	-0.14	-0.092	0.23	i	-9	707	0.69	1517	4.4	2.4	8.4
Oc1ccc(CN2CCCCC2)nc1-c1ccccc1	i	-19	11%	1	2	-0.1	1106	0.084	-0.19	0.028	-0.24	i	x	x	-1.6	945	1.4	2.6	11

Five compounds drawn at random from those above:
SMILES	Autophagy mod	Autophagy mod cell loss 18 h	NOD2 inhibition	WT yeast gro inh	WT yeast gro inh mutant strain	bCat nuc transl	bCat nuc transl cell count 5 µM	Dynein transport	Dynein transport cytoplasmic EGFP	Dynein transport nuclear GR-EGFP	Dynein transport cell count	Yfh1-off respiration	Hep lipid drop	Hep lipid drop cells 6.5 µM	Insulin prom up	Insulin prom up cell count	MT stabilizer	MT stabilizer Hoechst-high %	MT stabilizer cytotoxicity %
CC(=O)c1ccc(NC(=O)C2(S(=O)(=O)c3ccccc3)CC2)cc1	i	-5	9%	-12	-8	-0.4	1062	-0.79	-0.2	-0.31	1	i	5	687	0.03	1426	1.4	2.8	7.5
O=C(Cc1c(Sc2ccccc2)c2ccccc2n1Cc1ccccc1)NCCO	i	-8	-9%	17	1	-1.0	1008	1.4	-0.15	0.8	-1.5	i	-5	657	-0.72	1324	2.0	1.9	14
CC1=NC(C(F)(F)F)(C(F)(F)F)C2=C(CC(C)(C)CC2=O)N1Cc1ccco1	i	1	4%	-6	-4	x	x	0.14	-0.29	0.32	0.76	i	x	x	0.16	977	2.5	1.5	10
Cc1cc2oc(C(=O)Nc3ccc(S(=O)(=O)N4CCCC(C)C4)cc3)cc(=O)c2cc1Cl (stereo not drawn)	i	8	21%	-3	9	-0.6	1199	-0.23	-0.075	0.089	-0.019	i	-5	607	-0.13	1308	4.8	3.2	2.0
Cc1ccc(C)n1-c1ccc(C(=O)NN)s1	i	-5	-6%	-42	-13	-0.2	1094	-0.33	-0.14	-0.092	0.23	i	-9	707	0.69	1517	4.4	2.4	8.4

Assay outcomes as filed in PubChem.

A portion of the library. The share of hits here may be higher or lower than overall.
